High-throughput results from PubChem.
ST2 inh: inhibitors of human ST2 (IL1RL1) binding to IL-33. 2.3% of 78,000 active. Q01638. AID 1259354. inhibition, % for hits at 17 µM. AlphaLISA ST2-Fc/biotin-IL-33 interaction, 1 h; in the data active = inhibition above about 30%; inconclusive = mostly about 10% to 28%
Target sequence (Q01638 whole entry, looked up): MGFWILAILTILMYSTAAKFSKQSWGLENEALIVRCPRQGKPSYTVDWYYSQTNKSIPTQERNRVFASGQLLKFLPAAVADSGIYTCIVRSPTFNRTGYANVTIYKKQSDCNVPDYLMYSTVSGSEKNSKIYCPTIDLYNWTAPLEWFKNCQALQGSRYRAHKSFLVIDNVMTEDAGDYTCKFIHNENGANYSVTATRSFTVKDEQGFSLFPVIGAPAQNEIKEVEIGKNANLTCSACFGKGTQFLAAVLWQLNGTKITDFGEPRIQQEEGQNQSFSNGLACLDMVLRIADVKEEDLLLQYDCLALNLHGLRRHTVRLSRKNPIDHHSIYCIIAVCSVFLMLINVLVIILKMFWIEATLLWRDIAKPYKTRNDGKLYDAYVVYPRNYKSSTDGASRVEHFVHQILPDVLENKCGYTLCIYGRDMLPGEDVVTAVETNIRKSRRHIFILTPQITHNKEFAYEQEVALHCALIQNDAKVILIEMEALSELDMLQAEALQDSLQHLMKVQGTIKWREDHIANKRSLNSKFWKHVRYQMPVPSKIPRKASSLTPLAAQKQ
* marks the source's active call; other numbers are inactive results; i = inactive; ? = inconclusive.

molecule	ST2 inh
CC1(C)CC(=O)C2=C(C1)NC1=C(C(=O)c3ccccc31)C2c1ccccc1 (stereo not given)	i
CCOc1ccc(NC(=O)CSc2nc(C(F)(F)F)cc(=O)[nH]2)cc1	i
Cc1cccc(NC(=O)c2cc3cc(Br)ccc3oc2=N)c1	?
Cc1ccc(Nc2cc(C)nc(Nc3ccc(NC(=O)c4cccc(F)c4)cc3)n2)cc1	i
CC[C@@H](C)[C@H]1O[C@]2(CC[C@@H]1C)C[C@@H]1C[C@@H](C/C=C(\C)[C@@H](O[C@H]3C[C@H](OC)[C@@H](O[C@H]4C[C@H](OC)[C@@H](O)[C@H](C)O4)[C@H](C)O3)[C@@H](C)/C=C/C=C3\CO[C@@H]4[C@H](O)C(C)=C[C@@H](C(=O)O1)[C@]34O)O2	i
Cc1cc(C(=O)NCC2(O)CCCNCC2)sc1-c1ccccc1 (stereo not given)	?
NC(CC(=O)O)c1ccc(Cl)cc1 (stereo not given)	?
NC(=O)CSc1oc(-c2ccccc2)nc1S(=O)(=O)c1ccc(Br)cc1	?
Cc1cnc(NCc2ccccc2-n2ccnc2)nc1N(C)C	i
CCOc1ccc(/C=C2N=C(/C=C/c3ccccc3OC)OC\2=O)cc1	?
COC(=O)c1cccc(CN2C(=O)SC(Nc3ccccc3C)C2=O)c1 (stereo not given)	i
CN(Cc1ccc2ccccc2n1)Cc1ccccc1C(=O)O	i
Cc1ccc(N=Cc2nc(-c3ccc(Cl)cc3)oc2O)cc1	?
COc1ccc(N2C(=O)C3CCCN3C2c2ccc(C)o2)cc1Cl (stereo not given)	?
O=[N+]([O-])c1cnc(N2CCN(Cc3ccccc3)CC2)c([N+](=O)[O-])c1	30%*
CCc1nc(-c2ccc(OC)c(C)c2)cc2cc(OC)c(OC)cc12	i
COc1ccc2[nH]c(C(=O)NCCCn3cncn3)c(C)c2c1	?
O=C(Nc1ccccc1F)c1ccc([N+](=O)[O-])cc1	i
COc1ccccc1N1CCN(C(=O)Nc2ccccc2)CC1	?
CC1(C)Cc2c(c(N3CCCCC3)nc3sc(C#N)c(N)c23)CO1	?
CN1CCCC2(CC1)CCN(C(=O)c1cc3ccccc3n(C)c1=O)CC2	i
Cc1ccc2nc(NC(=O)c3ccc(S(=O)(=O)N(C)C)cc3)sc2c1	i
CCCc1cc(C(=O)Nc2ccc(F)c(Cl)c2)no1	i
Cc1cc([N+](=O)[O-])nn1Cc1ccc(-c2nc(-c3nonc3N)no2)cc1	i
CCc1nc2nc(C)[nH]n2c(=O)c1NC(=O)Nc1cccc(SC)c1	i
CN1C(=O)C2(CCN(C(=O)CCCn3ccnc3)CC2)c2ccccc21	i
COc1cc(C2C3=C(Nc4c2c(=O)n(C)c(=O)n4C)c2ccccc2C3=O)cc(OC)c1OC (stereo not given)	?
COc1ccccc1NCC(O)Cn1c(C)c(C)c2ccccc21 (stereo not given)	?
CN(C)c1ccc(S(=O)(=O)c2ccc(Cl)cc2)cc1	i
CNC(=O)C1CCC(Cn2c(=O)c3sccc3n(CC(=O)Nc3ccc(Cl)cc3)c2=O)CC1 (stereo not given)	?
COc1ccc(C2C(C(=O)N3CCCC3)c3cc(OC)c(OC)cc3C(=O)N2C)cc1OC (stereo not given)	i
O=C(CN1CCN(Cc2ccc(Cl)cc2)C1=O)NCCC1=CCCCC1	i
O=C(Nc1cc(Cl)cc(Cl)c1)c1cnc2n(c1=O)CCS2	i
COc1ccc(C2NC(=O)c3ccccc3N2)cc1 (stereo not given)	i
O=C1CCCC2=C1C(c1ccncc1)c1c(nc(SCc3ccccc3Cl)[nH]c1=O)N2 (stereo not given)	i
Cc1cccc2sc(NC(=O)CCS(=O)(=O)c3ccc(Br)s3)nc12	i
COc1ccc(OC)c(S(=O)(=O)Nc2nc3c(s2)C[C@]2(C)CCC([C@H](C)C(=O)N(C)Cc4ccccc4)[C@H](O)[C@H]2[C@@H]3C)c1 (stereo not given in full)	i
COC(=O)c1cccc(NC(=S)N[C@H]2CO[C@H]3[C@@H]2OC[C@@H]3n2nnnc2Oc2ccccc2)c1	i
CCC1CN(Cc2csc(C(=O)OC)c2)CCN1C(C)C (stereo not given)	?
CC(=O)NC1(C2CCCCC2=O)CCCCC1 (stereo not given)	i
Cc1noc([C@@H]2C[C@H](NS(=O)(=O)c3ccc(C#N)cc3)CN2C)n1	i
COCCC1CCCCN1C(=O)c1ccc(OC2CCN(C(=O)COC)CC2)cc1 (stereo not given)	i
O=c1[nH]c2cc3c(cc2cc1CN1CCC(F)(F)C1)CCC3	?
CC(=N)C1=C(O)CC(C)(C)CC1=O	i
COC(=O)c1c(NC(=O)COc2ccc(Cl)cc2C)sc(C)c1C	i

Five entries drawn at random from the list so far, as already listed:
molecule	ST2 inh
O=C(Nc1cc(Cl)cc(Cl)c1)c1cnc2n(c1=O)CCS2	i
Cc1noc([C@@H]2C[C@H](NS(=O)(=O)c3ccc(C#N)cc3)CN2C)n1	i
Cc1cccc2sc(NC(=O)CCS(=O)(=O)c3ccc(Br)s3)nc12	i
Cc1cc(C(=O)NCC2(O)CCCNCC2)sc1-c1ccccc1 (stereo not given)	?
CC[C@@H](C)[C@H]1O[C@]2(CC[C@@H]1C)C[C@@H]1C[C@@H](C/C=C(\C)[C@@H](O[C@H]3C[C@H](OC)[C@@H](O[C@H]4C[C@H](OC)[C@@H](O)[C@H](C)O4)[C@H](C)O3)[C@@H](C)/C=C/C=C3\CO[C@@H]4[C@H](O)C(C)=C[C@@H](C(=O)O1)[C@]34O)O2	i

(more compounds)
molecule	ST2 inh
COc1cc(/C=C2\C(=O)N(c3ccccc3)N=C2C)cc(Br)c1O	i
Cn1c(=O)c2cc(S(=O)(=O)Nc3ccccc3F)ccc2n(C)c1=O	i
Ic1cccc(-c2nc(-c3ccncc3)no2)c1	?
COc1cc([N+](=O)[O-])ccc1NC(=O)c1ccc(F)cc1	?
NC(=O)NC(=O)Nc1ccc(I)cc1	?
Cc1cc(-n2nc(C)nc2-c2ccc(C3CCCN3)s2)ccn1 (stereo not given)	?
CCn1ccnc1CN(C)Cc1nc(-c2ccc(C(=O)OC)cc2)no1	?
COc1ccc(NS(=O)(=O)c2ccc(NC(=O)c3ccc([N+](=O)[O-])cc3)cc2)nn1	i
COc1ccc(Br)cc1CN1CCCC(O)C1 (stereo not given)	i
CC(=O)NCC1CCCN(Cc2cccc(Cn3cccn3)c2)C1 (stereo not given)	?
Fc1cccc2sc(N3CCCCC3)nc12	i
CCN(C(=O)c1ccccc1NCC(=O)O)C1CCOC(C)(C)C1 (stereo not given)	i
CN(C)c1ncnc2c1C(c1ccc([N+](=O)[O-])cc1)c1c(ncnc1N(C)C)O2	i
NC(=S)NCCCC(N)C(=O)O (stereo not given)	?
CSC1=NCCN1C(=O)c1ccc(Cl)cc1	i
O=C(NC1CCCC1)c1cc(-c2cccs2)on1	i
Oc1ccc(Nc2nc(-c3ccccn3)cs2)cc1	i
CCn1ccnc1C(O)(c1ccccc1)c1nccn1CC	i
CCOC(=O)c1c(NC(=O)c2noc3c2CCCCC3)sc(C)c1C	i
C=C[C@@]1(C)CCC2=C([C@H]1OC(C)=O)[C@H](OC(C)=O)CC1[C@](C)(C(=O)OC)CC[C@H](OC(C)=O)[C@]21C (stereo not given in full)	i
NC(=O)CSc1nc2c(sc3ccccc32)c(=O)n1CCCN1CCOCC1	i
CC[C@@H]1C[C@H](NC(=O)c2ccccc2)C[C@H](CCc2ccccc2)O1	i
COc1cccc([C@@H]2CCCN(C(=O)c3ccc(-n4cnnc4)cc3)C2)c1	i
COc1ccc(S(=O)(=O)N2C[C@@H]3C[C@H](C2)c2c(NC(=O)C4CCCCC4)ccc(=O)n2C3)cc1	?
CC(=O)NC1=NN(C(C)=O)C(C)(c2ccc(C)cc2)S1 (stereo not given)	i
Fc1cccc(Nc2cc(-n3cccn3)ncn2)c1	i
Cc1cc(C)c(S(=O)(=O)NCC(=O)O)cc1C	i
CC(C)(CC(=O)O)CC(=O)N[C@H]1CO[C@H]2[C@@H]1OC[C@@H]2Nc1nccc(-c2cccs2)n1	i
COCc1[nH]nc2c1C(c1ccc(F)cc1)C(C#N)=C(N)O2 (stereo not given)	i
Fc1ccc(Nc2ncnc3c2cnn3-c2ccccc2)cc1	i
COc1ccc(-n2c(SCC(N)=O)nc3c([nH]c4ccccc43)c2=O)cc1	i
O=C(/C=C/c1ccc(O)c(O)c1)OC[C@H]1O[C@@H](Oc2ccc(O)cc2)[C@H](O)[C@@H](O)[C@@H]1O	i
O=c1c(F)cn(Cc2ccc(Br)cc2)c(=O)n1Cc1ccc(Br)cc1	i
O=C(O)c1cc(NC(=O)C(c2ccccc2)c2ccccc2)cc(C(=O)O)c1	i
Cc1nc2c(C(=O)NCC3CCCO3)c[nH]n2c(=O)c1Cc1ccccc1Cl (stereo not given)	?
COc1ccccc1C(=O)N1CCN(Cc2cnn3cccnc23)CC1	i
O=C(Nc1cccc(F)c1)N1C[C@@H]2C[C@H](C1)c1ccc(-c3cccc(C(F)(F)F)c3)c(=O)n1C2	i
C=CC[C@@H]1CC=C[C@@H](C)N1C(=O)CC1(c2cccc(C(F)(F)F)c2)CC(=O)N(C2CC2)C1=O (stereo not given in full)	i
COc1cc(C)c(S(=O)(=O)N2CCN(c3nc(C)cc(Nc4ccccc4)n3)CC2)cc1C	?
Cn1c(=O)c2c(nc(NC3CCCCC3)n2Cc2ccccc2Br)n(C)c1=O	i
COC(=O)c1[nH]ncc1CN1CCCC1c1ccc(F)cc1 (stereo not given)	i
CCOC(=O)c1sc2nc(C)nc(N(C)Cc3ccccc3)c2c1C	i
Cc1nc(NCCSc2nnnn2C)cc(C(C)C)n1	?
COc1ccc(/C=N\OCC(=O)N2CC3(C)CC2CC(C)(C)C3)cc1 (stereo not given)	?
Cc1ocnc1C(=O)N1CCC(N2CCCC(C(=O)N3CCOCC3)C2)CC1 (stereo not given)	i
COc1cc2c(cc1CNC(=O)CC(=O)Nc1cccc(C)c1C)OCCO2	i
CC(CN1CCN(Cc2ccccc2)CC1)N(C(=O)c1ccoc1)c1ccccn1 (stereo not given)	i
O=C(CCCn1cnnn1)N1CCOC(c2ccc(Cl)c(Cl)c2)C1 (stereo not given)	i
COc1ccc(C2CC(c3c(C)cc(C)[nH]c3=O)=NN2c2ccccc2C)cc1 (stereo not given)	?
CC(C)c1ccc(NC(=O)C2CCCN(S(=O)(=O)c3cnc[nH]3)C2)cc1 (stereo not given)	i
N/C(=N/OC(=O)c1ccc2c(c1)OCO2)c1cccnc1	i
O=C(Nc1ccccc1)c1ccccc1O	i
Cc1cc(C)c2c(N)c(C(=O)NCC(=O)O)sc2n1	i
C=CCC(=O)N(CC#Cc1ccccc1)CCC	?
Cc1ccc(CN(C)C(=O)CC2C(=O)NCCN2Cc2ccc(-c3ccccc3)cc2)o1 (stereo not given)	i
CCCN1CCN(CCCNC(=O)c2ccc3nc4ccccc4c(=O)n3c2)CC1	i
CCC(C)n1c(=N)c(C(N)=O)cc2c(=O)n3ccccc3nc21 (stereo not given)	?
O=C(O)CCC(=O)N1N=C(c2ccc(Br)cc2)CC1c1ccccc1F (stereo not given)	i
Brc1ccc2nc[nH]c2c1	i
Cc1cccn2c(=O)c3cc(C(=O)N4CCC(Cc5ccccc5)CC4)n(C)c3nc12	?

A different layout for part of the listing above.
Cc1cc(C)c2c(N)c(C(=O)NCC(=O)O)sc2n1
  ST2 inh: i

C=CCC(=O)N(CC#Cc1ccccc1)CCC
  ST2 inh: ?

Cc1ccc(CN(C)C(=O)CC2C(=O)NCCN2Cc2ccc(-c3ccccc3)cc2)o1 (stereo not given)
  ST2 inh: i

CCCN1CCN(CCCNC(=O)c2ccc3nc4ccccc4c(=O)n3c2)CC1
  ST2 inh: i

Carrying on:
molecule	ST2 inh
Cc1noc(C)c1S(=O)(=O)NCc1ccc(F)cc1	i
O=C(c1cc(-c2ccc(Br)cc2)on1)N1CCCC1	i
COc1cc(C=Nc2cccc3c(=O)[nH][nH]c(=O)c23)c([N+](=O)[O-])cc1OC	?
COc1ccc(C2C(CC(=O)O)=C(Nc3ccccc3)C(=O)N2c2ccccc2)cc1 (stereo not given)	i
Cc1[nH]c2c(C(=O)N3CC(=O)N(Cc4cnn(C)c4)CC(OCc4cccnc4)C3)cccc2c1C (stereo not given)	?
Cc1ccc(N2CC(NC(=O)Cc3ccccc3)CC2=O)cc1C (stereo not given)	i
c1ccc(-c2noc(CN3CCc4[nH]cnc4C3c3ccccn3)n2)cc1 (stereo not given)	?
O=C(CCC(F)(F)F)N1CCc2onc(-c3ccc(F)c(F)c3)c2C1	i
CC(C(=O)N1CCC(CCC(=O)NCc2cccc(Cl)c2)CC1)n1cncn1 (stereo not given)	i
CCc1nnc(NC(=O)c2sc3nc4c(cc3c2N)CCCCC4)s1	i
O=C(CSc1nc(-c2ccccc2)[nH]c1-c1ccccc1)Nc1nccs1	i
CCn1cc(C(=O)NCCN2CCOCC2)c2c3ccccc3n(C)c2c1=O	i
Cc1cccc(-c2nnc(-c3nc(NC4CCS(=O)(=O)C4)c4ccccc4n3)o2)c1 (stereo not given)	?
CC1(C)Cc2nc3sc4c(=O)[nH]cnc4c3cc2CS1	80%*
COc1cccc(OCCOc2ccc(/C=C3/C(=O)N(c4ccccc4)N=C3C)cc2OC)c1	43%*
Cc1ccc(CCNC(=O)CN2C(=O)CC(C)(C)Sc3ccccc32)cc1	?
CCn1ccnc1C(O)c1cc(OC)c(OC)c(OC)c1 (stereo not given)	i
COC(=O)c1cnc(Nc2cc(Cl)c(OC)cc2OC)c2ccccc12	i
CN(Cc1ccccc1-n1cnnc1)C1CCCCC1	?
CC(=O)Nc1ccc(S(=O)(=O)NCCn2c(C)cc3ccccc32)cc1	i
CC(=O)N1CCC[C@H]1C(=O)N1CCC(Cc2ccccc2Cl)(C(=O)O)CC1	i
Cn1c(CNC(=O)C(C)(C)C)nc2ccccc21	i
Cc1c(NC(=O)Cn2cnc3c2c(=O)n(C)c(=O)n3C)c(=O)n(-c2ccccc2)n1C	i

Not all compounds are listed; the hit share may differ from the screen's.
